MITF TRPM1 HTS: activators of MITF-driven TRPM1 promoter reporter, primary screen, cell-based, SK-MEL-5, luciferase, single point; SK-MEL-5 TRPM1-promoter luciferase, 24 h; % of positive control, neutral wells = 0; activation, % at 12.5 µM; 300,000 compounds, 0.75% hits;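 active = mean activation of at least 80% with every replicate also reaching 80%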;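 also: 0% = neutral control wells and 100% = parthenolide positive control wells; values of inactives mirror those of a sister screen read the other way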
CAL PDZ FP-1: untagged CAL PDZ binding inhibitors, primary screen, biochemical, fluorescence polarization, HTS. Golgi-associated PDZ and coiled-coil motif-containing protein (Homo sapiens), Q9HD26. AID 602252, 2012. purified CAL PDZ, TMR-peptide fluorescence polarization, 1 h. 300,000 compounds, 0.92% hits. inhibition, % at 24.9 µM;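 active = mean inhibition of at least 30% with at least half of replicates also reaching 30%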;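 also: 0% = DMSO neutral control and 100% = excess unlabeled competitor peptide PRC23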
Wnt bcat act: Wnt/beta-catenin pathway activators, primary screen, cell-based, plate reader, single point; activation, % at 9.35 µM; 300,000 compounds, 1.2% hits; Wnt/beta-catenin reporter cell assay, activator; in the data active = activation above about 30%, passing the limit was not always enough;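 also: 0% = neutral control wells and 100% = positive control wells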
Tat export inh: E. coli Tat export inhibitors, primary screen, MC4100, TorA-mCherry reporter, fluorescence, single point. 340,000 compounds, 0.036% hits. inhibition, % at 10 µM;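 active = mean replicate inhibition at least 50% and at least half of replicates individually reaching 50%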;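 also: exported cargo escapes ClpAP degradation while cytoplasmic cargo is degraded and loses fluorescence; 0% = median of neutral control wells and 100% = median of NaSCN control wells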
E coli growth: E. coli V3065 growth inhibition, primary screen, counter-screen for AddAB inhibitor project, absorbance, OD600; 18 h; inhibition, % at 11.9 µM; 330,000 compounds, 0.27% hits; AID 449728, 2010;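 active = inhibition above the campaign's mean inhibition across all tested compounds plus 3 SD, cut at about 9.9% in these data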;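 also: uninfected addAB+ strain grown without phage in ampicillin broth; 0% = DMSO wells and 100% = ciprofloxacin 0.95 µg/ml wells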
phage Ecoli inh: growth loss of phage-infected E. coli, primary screen, RecBCD inhibitor project, absorbance, with phage, HTS | inhibition, % at 11.9 µM | 360,000 compounds, 0.26% hits | AID 651602, 2012; in the data active = inhibition above about 11%
SR-BI uptake up: activators of SR-BI mediated DiI-HDL uptake, primary screen, ldlA[mSR-BI] CHO cells, DiI fluorescence. 3 h; 100 = double the neutral-control signal. activation, % at 12.5 µM. 320,000 compounds, 0.096% hits. AID 504775, 2011;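 active = mean replicate activation of at least 60% and every replicate at or above 60%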;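 also: 0% = median plate neutral-control signal and 100% = twice that signal; values of inactives mirror those of a sister screen read the other way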
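Material – SR-BI-overexpressing, LDLR-lacking CHO cells · Medium – BSA-supplemented, HEPES-buffered Ham's F12, pH 7.4 · Doses – single concentration · Times – compound with DiI-HDL co-incubation, 3 h at 37 °C · Measured by – bottom-read fluorescence, 550/595 nm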
AddAB inh: growth inhibition of E. coli expressing H. pylori AddAB, primary screen, AddAB inhibitor project, absorbance; 330,000 compounds, 0.29% hits; inhibition, % at 11.9 µM; in the data active = inhibition above about 12%;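 also: 0% = vehicle wells of infected cells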
SR-BI DiI inh: inhibitors of SR-BI mediated HDL lipid uptake, primary screen, ldlA[mSR-BI] cells, fluorescence, single point. Scavenger receptor class B member 1 (Mus musculus), Q61009. ldlA[mSR-BI] CHO cells, DiI-HDL uptake fluorescence, 3 h. inhibition, % at 12.5 µM. 320,000 compounds, 0.96% hits;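 active = mean replicate inhibition of at least 70% and a set share of replicates each scoring 70 or more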;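 also: 0% = median of neutral control wells and 100% = median of positive control wells; values of inactives mirror those of a sister screen read the other way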
Target sequence (Q61009 whole entry, looked up): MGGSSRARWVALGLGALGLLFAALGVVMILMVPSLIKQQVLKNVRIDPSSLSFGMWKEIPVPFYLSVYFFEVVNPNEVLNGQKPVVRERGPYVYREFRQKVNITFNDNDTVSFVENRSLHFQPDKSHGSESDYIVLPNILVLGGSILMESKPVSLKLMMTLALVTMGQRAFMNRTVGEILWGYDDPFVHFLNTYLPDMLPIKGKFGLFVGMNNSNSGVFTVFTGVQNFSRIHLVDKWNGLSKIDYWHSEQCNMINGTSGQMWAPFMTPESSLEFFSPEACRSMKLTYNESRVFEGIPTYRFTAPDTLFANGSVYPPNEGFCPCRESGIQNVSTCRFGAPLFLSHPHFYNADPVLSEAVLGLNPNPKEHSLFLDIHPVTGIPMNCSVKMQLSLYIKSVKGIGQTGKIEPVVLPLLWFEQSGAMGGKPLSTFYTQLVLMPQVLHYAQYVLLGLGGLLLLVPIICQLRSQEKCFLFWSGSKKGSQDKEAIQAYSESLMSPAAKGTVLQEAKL
CAL PDZ FP-2: CAL PDZ peptide-binding inhibitors, primary screen, biochemical, fluorescence polarization, Cer-tagged CAL PDZ, HTS | purified CAL PDZ, TMR-peptide fluorescence polarization, 1 h | inhibition, % at 20 µM | 330,000 compounds, 0.02% hits | AID 504414, 2011;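 active = highest replicate inhibition of at least 40%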;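 also: plate controls were DMSO neutral control wells for no effect and unlabeled competitor peptide control wells for full effect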
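System: purified tagged CAL PDZ domain construct (CerCALP). Schedule: 1 h incubation at room temperature before polarization reading. Medium: 25 mM sodium phosphate pH 7.4, 150 mM NaCl, TCEP, IgG, Thesit. Read-out: percent inhibition from loss of millipolarization. Measured by: FP readout, S and P plane fluorescence. Probe or stimulus: fluorescent TMR peptide probe.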
Starred values were filed as active, the others as inactive; x = not tested or not shown.

Under each structure: MITF TRPM1 HTS	AddAB inh	SR-BI uptake up	CAL PDZ FP-1	CAL PDZ FP-2	E coli growth	Wnt bcat act	Tat export inh	phage Ecoli inh	SR-BI DiI inh
COc1ccc(-c2nc3ncccc3o2)cc1NC(=O)c1cccs1
  10	2.1	-29	-4	-3.0	-4.9	-1	-8	-2.8	29
CN(C)c1nc(C(N)=O)nc(N2CCOCC2)n1
  x	7.1	-2	-5	-1.4	-2.9	-2	-8	3.9	2
CS(=O)(=O)Nc1ccc(C(=O)NC2CCCC2)cc1
  10	1.1	17	11	-0.1	-0.9	-4	-4	2.3	-17
CCSc1nc2[nH]ncc2c(=O)[nH]1
  -8	4.0	11	-5	0.5	0.4	-3	5	1.8	-11
COc1cc(C(=O)OCC(=O)Nc2sccc2C(N)=O)cc(OC)c1OC
  -7	-1.1	-55	-4	-0.6	0.3	0	7	2.3	55
NC(N)=N/N=C/c1ccc(OCc2ccc(Cl)cc2)cc1
  33	2.5	5	-6	-1.8	2.0	x	3	2.6	-5
NNC(=O)c1nnn(-c2nonc2N)c1-c1cccs1
  -1	1.4	30	0	-1.2	-2.5	-5	25	0.5	-30
C/C(CC(=O)NC12CC3CC(CC(C3)C1)C2)=N\NC(=O)Cc1cccs1
  6	3.4	22	-2	-0.1	-1.4	x	0	3.1	-22
CCN1CCN(C(=O)c2ccc(Cl)c(S(=O)(=O)N(C)c3ccccc3)c2)CC1
  x	1.4	-20	-2	1.1	0.5	-2	-2	2.7	20
COc1ccc(C(=O)N/N=C/c2ccccc2OC(=O)c2ccccc2)cc1
  -7	1.6	-27	-2	-6.6	-0.1	28	3	0.4	27
Cc1ccccc1NS(=O)(=O)c1cc(S(C)(=O)=O)ccc1C
  1	3.9	-21	-4	-2.1	0.2	-2	2	2.0	21
O=c1cc(N2CCCCC2)c(-c2ccccc2)nn1Cc1c(Cl)cccc1Cl
  -4	2.4	-20	-2	x	1.4	-1	-2	0.0	20
O=C(CN1C(=O)NC(CCc2ccccc2)C1=O)Nc1ccccc1C(F)(F)F (centres undefined)
  19	2.0	-6	-5	-0.7	0.9	2	-5	0.3	6
COc1cccc(C(=O)NNC(=O)c2ccc3ccccc3c2)c1
  5	x	-24	0	-1.0	x	1	-1	0.9	24
Cc1ccc(NC(=O)CNCc2ccccc2)cc1Br
  12	3.5	-10	-6	-1.6	0.0	-1	0	2.0	10
CCCCCC(=O)NNC(=S)NC(=O)c1cccc([N+](=O)[O-])c1
  -1	1.1	22	-4	-0.2	-2.2	x	-6	0.4	-22
COc1ccc(C(=O)Nc2cccc(S(C)(=O)=O)c2)cc1OC
  -8	-3.3	-14	1	-4.1	-2.1	-1	-9	6.0	14
COCCN(CC(=O)NCc1ccc(F)cc1)C(=O)CCC(=O)Nc1ccccn1
  -2	1.9	22	-4	-0.8	-0.1	0	-9	1.2	-22
COc1ccc(-c2cc(C(=O)N3CCN(c4cccc(C)c4C)CC3)c3ccccc3n2)cc1OC
  -11	0.2	-39	1	-0.2	1.5	x	-2	x	39
Cc1ccc(S(=O)(=O)CCSc2nc(C)cc(C)c2C#N)cc1
  -10	-0.3	-44	0	-2.6	0.1	x	16	1.0	44
CC(/C=C/c1ccccc1F)=N\NC(=O)c1ccc(Cl)cc1
  -3	-1.7	-14	-4	0.4	-8.5	-1	-5	1.0	14
C[C@H](NS(=O)(=O)c1ccccc1)C(=O)OCC(=O)NC(=O)Nc1ccc2c(c1)OCCO2
  2	4.2	8	x	-0.9	0.7	-2	8	3.9	-8
COC(=S)Nc1cccc(C(F)(F)F)c1
  x	0.3	10	-1	-0.4	-0.7	4	-3	4.8	-10
CNC(=S)/N=C/NOCc1c(Cl)cccc1Cl
  1	5.1	2	4	-0.3	-0.1	0	3	5.9	-2
COc1ccc(-c2nnn(CC(=O)N(CCCN3CCOCC3)C(C(=O)NC3CCCC3)c3ccc(C)o3)n2)cc1 (centres undefined)
  6	-2.0	3	2	-1.5	-1.6	-12	-3	2.0	-3
Cc1cc([N+](=O)[O-])ccc1NC(=O)COc1nsnc1N1CCOCC1
  6	0.5	-11	0	-1.7	-1.8	-2	6	2.4	11
CNC(=O)c1c(NC(=O)c2cccc(N3C(=O)CCC3=O)c2)sc2c1CCCC2
  -10	-0.8	-21	0	-2.4	-1.3	-3	1	-1.3	21
CCOC(=O)c1cc2c(C)nn(-c3ccccc3)c2s1
  18	-0.7	-18	2	-1.9	-4.5	12	1	0.5	18
Cc1cc(SCC(=O)c2ccccc2)nc(=O)[nH]1
  25	3.4	9	2	-2.4	3.2	14	1	0.0	-9
Cc1cnc(C(=O)Nc2ccccc2-c2nnn(CC(=O)NC3CCCC3)n2)cn1
  -5	1.5	21	3	x	-1.0	x	5	0.9	-21
Cc1ccc(N(Cc2ccccc2)C(=O)c2cc(S(=O)(=O)N3CCOCC3)ccc2N2CCCC2)cc1
  0	-2.2	0	-2	-2.9	0.8	-3	3	1.9	0
CN(C)S(=O)(=O)c1cccc(COC(=O)CNC(=O)c2ccc(Br)o2)c1
  4	x	26	-2	-2.4	x	3	4	3.5	-26
CCN(CC)C(=O)c1[nH]cnc1C(=O)Nc1cccc(Cl)c1
  2	-1.4	1	0	-1.1	-2.0	0	-7	0.2	-1
COc1cc(F)ccc1S(=O)(=O)N1CCN(Cc2ccccc2)CC1
  2	0.5	10	x	-0.1	-1.1	-1	6	1.7	-10
Cc1c(NC(=O)C(C)Sc2nnc(-c3ccccc3)o2)c(=O)n(-c2ccccc2)n1C (centres undefined)
  6	-1.0	25	-1	-2.4	0.3	x	6	1.5	-25
COc1ccc(/C=N/n2cnnc2)cc1Br
  x	1.1	x	x	x	1.4	-1	x	-2.7	x
Cc1cccc(OCC(=O)Nc2c3c(nn2C(C)(C)C)CS(=O)(=O)C3)c1
  -9	-2.1	6	-5	-1.8	-0.6	2	-1	1.9	-6
COc1cccc2c(=O)c(SC(F)(F)C(F)C(F)(F)F)c(C)[nH]c12 (centres undefined)
  x	1.7	-9	-4	-3.1	1.1	x	-2	4.3	9
COc1cccc(NC(=O)CSCC(=O)O)c1
  -5	-0.5	29	-5	0.1	-1.6	-6	5	1.9	-29
CCOC(=O)COn1c(=O)c(-c2ccco2)[n+]([O-])c2ccccc21
  -12	1.2	16	-1	-2.9	-0.7	3	0	-0.6	-16
COc1ccccc1CNC(=O)c1cc(-c2ccccc2)n(Cc2cc(C)no2)n1
  -3	-0.3	-53	-3	-0.7	0.1	-1	6	0.7	53
NCCCC[C@H]1CNC(=S)N1CCc1cc(C(F)(F)F)cc(C(F)(F)F)c1
  8	-0.7	-7	-2	-0.6	0.7	-4	-4	0.8	7
COc1ccc(CNc2oc(-c3cccc4ccccc34)nc2P(=O)(OC)OC)cc1
  -3	2.4	-14	x	-0.2	-1.7	-1	11	3.4	14
O=C(CSc1nnc(-c2ccccc2)c(-c2ccccc2)n1)N1CCc2ccccc21
  27	-0.9	13	x	-2.7	-3.4	x	2	1.0	-13
CCOC(=O)CSc1nnc(NC(=O)CN2CCN(C=O)CC2)s1
  3	-2.2	-4	5	0.6	-1.5	4	5	-1.4	4

Structural class, the compounds so far with a nitro group on carbon
Under each structure: MITF TRPM1 HTS	AddAB inh	SR-BI uptake up	CAL PDZ FP-1	CAL PDZ FP-2	E coli growth	Wnt bcat act	Tat export inh	phage Ecoli inh	SR-BI DiI inh
CCCCCC(=O)NNC(=S)NC(=O)c1cccc([N+](=O)[O-])c1
  -1	1.1	22	-4	-0.2	-2.2	x	-6	0.4	-22
Cc1cc([N+](=O)[O-])ccc1NC(=O)COc1nsnc1N1CCOCC1
  6	0.5	-11	0	-1.7	-1.8	-2	6	2.4	11

Next structures follow:
Under each structure: MITF TRPM1 HTS	AddAB inh	SR-BI uptake up	CAL PDZ FP-1	CAL PDZ FP-2	E coli growth	Wnt bcat act	Tat export inh	phage Ecoli inh	SR-BI DiI inh
CCN(C(=O)C12CC3CC(CC(C3)C1)C2)C1CCS(=O)(=O)C1 (centres undefined)
  -3	-1.1	11	-2	-3.4	-2.6	2	-3	1.8	-11
O=C(C1CCN(c2ncnc3c2nc2n3CCCCC2)CC1)N1CCN(c2ccccc2F)CC1
  2	2.3	-29	-3	-2.3	-0.4	0	-1	-1.7	29
Cc1ccc(OCCNC(=O)C2CCCCC2)cc1
  14	0.9	12	2	0.7	3.0	3	-6	4.4	-12
COC(=O)CSc1nccc(C)n1
  0	5.3	1	-3	-1.6	-0.8	1	-6	2.3	-1
CC(/C=N/NC(=O)Cn1cnc2c1c(=O)n(C)c(=O)n2C)=C\c1ccco1
  x	1.1	19	x	-1.4	-3.3	-2	0	3.8	-19
O=C(NC(=O)N1CCSCC1)c1c(Cl)cccc1Cl
  x	1.8	3	-5	0.5	0.6	31*	-1	3.3	-3
CS(=O)(=O)c1ccc2nc(NC(=O)Oc3ccccc3)sc2c1
  1	0.4	-5	-4	-0.7	2.7	x	-7	1.9	5
CC(=O)N1c2ccc([N+](=O)[O-])cc2NC(=O)CC1C (centres undefined)
  6	4.8	45	-3	-0.5	0.1	x	-1	0.7	-45
O=C(NCCc1ccccc1)C(c1cccs1)N(C(=O)c1csnn1)C1CC1 (centres undefined)
  7	2.4	13	-7	-0.1	-0.5	-4	0	-0.4	-13

Screening results as filed in PubChem BioAssay.
